# Ecoli viability: bacterial growth inhibition, counter-screen for AddAB inhibitors; hit rate 0.27% among 330,000; E. coli V3065 growth, OD600 absorbance, 18 h; AID 449728; inhibition, % at 11.9 µM;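 active = inhibition above the campaign's mean inhibition across all tested compounds plus 3 SD, cut at about 9.9% in these data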;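 note: uninfected addAB+ strain grown without phage in ampicillin broth; 0% = DMSO wells and 100% = ciprofloxacin 0.95 µg/ml wells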
# OPRM1-OPRD1 ag: OPRM1-OPRD1 heterodimerization agonism | P35372+P41143 | cells, luminescence | activation, % at 9.3 µM | hit rate 0.3% among 340,000 | AID 504326; in the data active = activation above about 18%;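 note: 0% = vehicle-treated cells and 100% = reference agonist; values of inactives mirror those of a sister screen read the other way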
# Target sequence (P35372 whole entry, looked up): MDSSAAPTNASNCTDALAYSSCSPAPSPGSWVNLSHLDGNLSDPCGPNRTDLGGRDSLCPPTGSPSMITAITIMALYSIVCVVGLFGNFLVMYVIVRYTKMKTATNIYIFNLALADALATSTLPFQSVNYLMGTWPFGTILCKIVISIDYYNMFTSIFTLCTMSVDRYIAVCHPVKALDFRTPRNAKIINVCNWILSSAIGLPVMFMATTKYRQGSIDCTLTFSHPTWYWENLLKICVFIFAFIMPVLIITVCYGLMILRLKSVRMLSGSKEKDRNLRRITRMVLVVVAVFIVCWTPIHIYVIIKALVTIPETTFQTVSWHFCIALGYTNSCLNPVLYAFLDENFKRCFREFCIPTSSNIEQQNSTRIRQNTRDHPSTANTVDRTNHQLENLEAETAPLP
# Target sequence (P41143 whole entry, looked up): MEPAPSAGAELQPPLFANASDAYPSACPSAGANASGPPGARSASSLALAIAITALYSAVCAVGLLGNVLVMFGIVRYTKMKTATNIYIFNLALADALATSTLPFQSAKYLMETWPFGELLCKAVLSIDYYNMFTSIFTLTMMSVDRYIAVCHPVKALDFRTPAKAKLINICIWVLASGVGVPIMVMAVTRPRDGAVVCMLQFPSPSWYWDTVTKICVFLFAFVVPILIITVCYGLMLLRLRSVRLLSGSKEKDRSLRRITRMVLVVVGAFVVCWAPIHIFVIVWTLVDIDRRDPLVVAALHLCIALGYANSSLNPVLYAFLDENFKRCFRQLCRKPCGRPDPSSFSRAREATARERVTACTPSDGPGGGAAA
# Tat export inh: E. coli Tat transport inhibition. E. coli MC4100 TorA-mCherry Tat export, fluorescence. inhibition, % at 10 µM. hit rate 0.036% among 340,000;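 active = mean replicate inhibition at least 50% and at least half of replicates individually reaching 50%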;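 note: exported cargo escapes ClpAP degradation while cytoplasmic cargo is degraded and loses fluorescence; 0% = median of neutral control wells and 100% = median of NaSCN control wells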
# Mot1-301 SUMO: blocks SUMOylation pathway, rescuing yeast Mot1-301 growth | S. cerevisiae Mot1-301 growth rescue, ATP luminescence, 38.5C; percent above DMSO median, 100 means doubled | growth rescue, % at 18.8 µM | hit rate 1% among 320,000 | AID 2716;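 active = every valid replicate shows activation above 250% relative to neutral control wells; inactive = the rest, any valid replicate at or below 250%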;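 note: OY570 slx delta 5 strain wells were the positive control but not used for scaling; some compounds called inactive have numbers as strong as hits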
# PfHsp90 yeast 2: inhibits growth of yeast expressing Plasmodium falciparum Hsp90 | S. cerevisiae expressing PfHsp90, BacTiter-Glo ATP, 48 h; yeast lacking PDR1 and PDR3 efflux regulators | inhibition, % at 9.4 µM | hit rate 0.32% among 310,000 | AID 504621;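 active = every replicate shows inhibition above about 80%, whatever the replicate mean, limit read from the data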;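 note: 0% = DMSO neutral controls and 100% = 20 µM radicicol positive controls; yeast relying on Plasmodium falciparum Hsp90 in place of its own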
# Pemphigus Ab inh: inhibitors of pemphigus antibody binding to human desmoglein-3; hit rate 0.48% among 310,000; P32926; binding (percent of control), % at 10 µM; AID 588358; DSG3-coupled beads, scFv-anti-DSG3-GFP binding, flow cytometry; stronger effect = lower value;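 active = binding more than 3 SD below its plate's average and above zero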; note: some compounds called inactive have numbers as strong as hits
# MOR-DOR inv ag: inverse agonists of human mu-delta opioid receptor heterodimerization; cell-based MOR-DOR heterodimer luminescence, inverse agonism; inhibition, % at 9.3 µM; hit rate 0.21% among 340,000; in the data active = inhibition above about 22%, passing the limit was not always enough;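 note: 0% = cells with DMSO and 100% = wells without cells with DMSO; values of inactives mirror those of a sister screen read the other way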
# Arrestin-AP2 inh: human beta-arrestin and AP2 interaction inhibition. inhibition, % at 10 µM. FITC-arrestin peptide / GST-AP2 beads, flow cytometry; AP2 beta2 appendage carries R879A mutation. hit rate 0.31% among 340,000;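 active = inhibition above a set limit, near 3 SD of compounds lacking own fluorescence, cut at about 54% in these data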;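 note: plate controls were DMSO wells for no effect and 5 µM unlabelled arrestin peptide for full effect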
#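 System: GST-AP2 R879A glutathione beads | Also added: FITC-arrestin peptide, 50 nM | Times: 12 min plus 1 h, RT | Signal: Bead flow cytometry, FITC channel | Buffer or medium: PBS with 0.05% Tween 20 and 0.1% BSA | Read-out basis: Percent drop in bead-associated FITC signal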
# PKA-R1A activ: PKA-R1A complex activation; P00514+P68181; PKA-R1A dissociation, Cy5-IP20 fluorescence polarization; scaled: DMSO 0%, 113 µM cGMP 100%; activation, % at 11.4 µM; hit rate 0.083% among 340,000;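 active = percent activation above the mean of all tested compounds plus 3 SD, cut at about 19% in these data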;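 note: higher means more PKAc released from R1A so a rise in polarization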
# phage Ecoli inh: E. coli growth loss with phage present | growth absorbance | inhibition, % at 11.9 µM | hit rate 0.26% among 360,000; in the data active = inhibition above about 11%
# AddAB inh: less growth of phage-infected E. coli with AddAB | hit rate 0.29% among 330,000 | E. coli expressing H. pylori AddAB, absorbance growth | inhibition, % at 11.9 µM; in the data active = inhibition above about 12%;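 note: 0% = vehicle wells of infected cells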
# The depositor's hits bear a star; x = not tested or not shown. This is a random part of the collection (roughly 2.8% active in at least one column).
SMILES,Ecoli viability,OPRM1-OPRD1 ag,Tat export inh,Mot1-301 SUMO,PfHsp90 yeast 2,Pemphigus Ab inh,MOR-DOR inv ag,Arrestin-AP2 inh,PKA-R1A activ,phage Ecoli inh,AddAB inh
O=C1N(Cc2ccccc2)CC2(Br)COCOC12O (stereo unspecified),x,-8.7,-4,x,-28,116,45*,-22,-10,-0.7,x
Cc1c(NS(=O)(=O)c2ccc(N3CCN(C)CC3)c([N+](=O)[O-])c2)c(=O)n(-c2ccccc2)n1C,1.8,-3.3,2,4,-88,102,17,-7,0,2.3,2.2
CC1CC(C)CN(C(=O)CSc2nnc(-c3ccc(Cl)s3)o2)C1 (stereo unspecified),-2.9,3.4,11,73,-3,115,-17,3,-1,3.3,2.2
Cc1ccc(NC(=O)CSc2ncc3ccccn23)cc1C,1.9,-0.9,-4,45,5,97,5,8,-1,2.5,0.4
COc1ccc(S(=O)(=O)N2CCc3ccccc32)cc1C(=O)NCC(c1ccco1)N1CCCC1 (stereo unspecified),0.3,-1.9,-3,13,17,100,8,-3,11,1.2,1.0
Cc1cc(S(=O)(=O)N2CCOCC2)ccc1OCC(=O)N1CCCC1,-2.0,-1.1,1,42,-5,101,6,-7,1,2.5,2.5
Cc1csc(NC(=O)Cc2ccccc2[N+](=O)[O-])n1,-0.3,-0.1,0,-1,11,101,0,2,0,6.5,3.8
NC(=O)c1ccc(-n2nnnc2SCC(=O)NC2CCCCC2)cc1,-1.1,-1.0,1,5,-17,105,7,1,4,-0.5,3.2
Cn1cc(Br)c(-c2cccc(N3C(=O)CCCC3=O)c2)n1,-1.5,-2.2,2,4,2,x,11,-8,-3,1.8,6.4
FC(F)(F)c1nc(N2CCN(c3ccccc3)CC2)nc2c1CCCCC2,-3.0,0.6,-2,-8,-19,x,-4,6,-15,0.9,-0.5
O=C(Nc1cc([N+](=O)[O-])ccc1O)c1cccc(C(=O)Nc2cc([N+](=O)[O-])ccc2O)c1,-1.4,-2.1,4,-19,-26,119,10,4,2,3.1,4.1
CCc1c(C)nc(N2CCN(c3cccc(OC)c3)CC2)[nH]c1=O,-2.2,-0.9,0,-2,-10,116,5,12,-6,2.3,1.7
O=C(NC1CC1)C1CCN(Cc2cnn(-c3ccccc3)c2-n2cccc2)CC1,-0.7,-0.1,-8,-1,9,103,0,5,15,1.9,1.1
COc1ccccc1C(=O)NC(CCSC)C(=O)NCC(c1cccs1)N(C)C (stereo unspecified),0.1,-0.6,-2,-7,x,99,4,-2,1,1.9,1.4
CNC(=O)N1c2ccccc2CCc2ccccc21,0.0,-3.0,5,10,18,100,14,21,-9,-0.2,2.3
CCCCn1c(N)c(N(CC(C)C)C(=O)c2ccc3c(c2)NC(=O)C(C)S3)c(=O)[nH]c1=O (stereo unspecified),-1.1,-1.4,-8,23,-25,x,8,-6,-5,-0.9,0.4
Cc1cc(C)cc(OCc2nc(-c3cccnc3)no2)c1,0.8,0.4,1,-13,-6,105,-2,-5,-2,3.5,1.0
COc1ccc(COC(=O)Nc2cc3c(C(F)(F)F)nn(C)c3s2)cc1,0.6,2.3,2,x,-3,x,-13,18,-1,1.6,1.5
Cc1cc(F)ccc1S(=O)(=O)Nc1ncnc2scc(-c3ccc(F)cc3)c12,0.6,0.3,1,-13,0,124,-2,14,9,4.5,0.2
O=C(NCN1C(=O)C2C3C=CC(C3)C2C1=O)Nc1ccccn1 (stereo unspecified),2.7,-1.2,29,-22,28,113,7,8,1,1.0,3.3
O=C(c1ccc(NC2=NC3CS(=O)(=O)CC3S2)cc1)N1CCN(c2ccccc2F)CC1 (stereo unspecified),-2.2,-1.4,2,-1,8,103,8,19,2,3.0,0.8
O=C(CN1C(=O)NC(c2ccccc2)(c2ccccc2)C1=O)NCc1cccs1,-3.5,-2.4,-4,x,-6,106,9,1,-6,1.5,1.2
Cc1cc(/C=N/N2CCN(C)CC2)c(C)n1-c1ccc(Cl)cc1,-2.4,-1.9,-4,11,12,105,10,8,-11,2.5,-1.4
CCCCSc1nc2c(c(=O)n1CC)SC(C)C2 (stereo unspecified),1.4,11,15,12,-12,103,-63,8,-5,2.4,-3.8
COc1ccccc1[C@@H]1C(c2cccc(Cl)c2)=NN(c2ccc(Br)cc2)[C@H]1C(=O)N1CCOC1=O,-0.7,-2.5,4,7,-10,94,14,4,-3,-0.7,4.5

# 10 compounds already listed, ordered by length of the SMILES, low to high.
SMILES,Ecoli viability,OPRM1-OPRD1 ag,Tat export inh,Mot1-301 SUMO,PfHsp90 yeast 2,Pemphigus Ab inh,MOR-DOR inv ag,Arrestin-AP2 inh,PKA-R1A activ,phage Ecoli inh,AddAB inh
CNC(=O)N1c2ccccc2CCc2ccccc21,0.0,-3.0,5,10,18,100,14,21,-9,-0.2,2.3
CCCCSc1nc2c(c(=O)n1CC)SC(C)C2 (stereo unspecified),1.4,11,15,12,-12,103,-63,8,-5,2.4,-3.8
Cn1cc(Br)c(-c2cccc(N3C(=O)CCCC3=O)c2)n1,-1.5,-2.2,2,4,2,x,11,-8,-3,1.8,6.4
NC(=O)c1ccc(-n2nnnc2SCC(=O)NC2CCCCC2)cc1,-1.1,-1.0,1,5,-17,105,7,1,4,-0.5,3.2
Cc1cc(/C=N/N2CCN(C)CC2)c(C)n1-c1ccc(Cl)cc1,-2.4,-1.9,-4,11,12,105,10,8,-11,2.5,-1.4
FC(F)(F)c1nc(N2CCN(c3ccccc3)CC2)nc2c1CCCCC2,-3.0,0.6,-2,-8,-19,x,-4,6,-15,0.9,-0.5
O=C(CN1C(=O)NC(c2ccccc2)(c2ccccc2)C1=O)NCc1cccs1,-3.5,-2.4,-4,x,-6,106,9,1,-6,1.5,1.2
CCCCn1c(N)c(N(CC(C)C)C(=O)c2ccc3c(c2)NC(=O)C(C)S3)c(=O)[nH]c1=O (stereo unspecified),-1.1,-1.4,-8,23,-25,x,8,-6,-5,-0.9,0.4
O=C(Nc1cc([N+](=O)[O-])ccc1O)c1cccc(C(=O)Nc2cc([N+](=O)[O-])ccc2O)c1,-1.4,-2.1,4,-19,-26,119,10,4,2,3.1,4.1
COc1ccccc1[C@@H]1C(c2cccc(Cl)c2)=NN(c2ccc(Br)cc2)[C@H]1C(=O)N1CCOC1=O,-0.7,-2.5,4,7,-10,94,14,4,-3,-0.7,4.5

# Remaining list, next part.
SMILES,Ecoli viability,OPRM1-OPRD1 ag,Tat export inh,Mot1-301 SUMO,PfHsp90 yeast 2,Pemphigus Ab inh,MOR-DOR inv ag,Arrestin-AP2 inh,PKA-R1A activ,phage Ecoli inh,AddAB inh
Clc1ccc2c(c1)C(C1=NCCN1)c1ccccc1CS2 (stereo unspecified),-1.5,-0.7,-1,2,-2,98,4,-16,-7,2.7,1.3
Cc1cc(=O)oc2cc(NC(=O)c3c(Cl)cnn3C)ccc12,1.0,2.8,0,-9,1,94,-15,3,-3,2.0,1.5
Cc1cccc(NC(=S)Nc2ccc(N3CCOCC3)cc2)c1C,-1.2,-0.3,13,-15,13,106,1,18,-8,2.6,1.4
CCOC(=O)c1c(NC(=O)C2CCN(S(=O)(=O)c3cccs3)CC2)sc(C)c1C,-0.6,-0.5,1,-12,-39,x,2,-6,-7,0.4,7.6
Cc1cc(/C=N/NC(=O)C(O)(c2ccccc2)c2ccccc2)c(C)n1-c1cccc(C(=O)O)c1,1.1,-0.3,-1,1,-3,86,2,-12,-18,1.8,2.8
O=C(NC1CCCN(Cc2ccccc2F)C1)c1cccs1 (stereo unspecified),0.9,0.8,-3,246,4,99,-5,34,3,-0.6,4.9
COc1ccc(NC(=O)C2(S(=O)(=O)c3ccc(C)cc3)CC2)cc1,1.8,-2.0,2,-2,-80,x,12,47,3,-1.2,0.8
CN(c1ccccc1C(=O)NCC1CCCO1)S(C)(=O)=O (stereo unspecified),-0.1,-3.1,3,2,x,x,18,-8,-13,0.8,4.0
COc1ccc(C(=O)N/N=C/c2ccc(OC)c(COc3ccc(F)cc3)c2)cc1,-0.1,-1.2,7,-23,-6,105,6,5,4,5.7,0.4
CCCOc1ccc(C(=O)CCN2CCN(C(=O)OCC)CC2)cc1,x,-1.5,-9,x,-5,x,7,6,2,1.9,x
COc1ccc(NC(=O)Cn2nnc(-c3ccccc3NC(=O)c3ccco3)n2)cc1,0.1,-3.7,-9,146,17,99,20,-2,20*,-0.3,1.4
COc1cccc(CNc2cc(C)ccn2)c1O,-1.6,-0.6,-4,6,0,117,3,2,6,0.8,-1.8
COc1c(Br)cc([N+](=O)[O-])c(OC)c1C(=O)NC(=O)Nc1c(Cl)cccc1Cl,-3.1,x,-2,-4,2,95,x,-15,x,1.3,-2.8
Cc1cccc(NC(=O)C2Cc3ccccc3O/C2=N\O)c1 (stereo unspecified),x,-2.9,-1,8,3,106,13,-15,0,1.8,x
CC(CC(=O)Nc1cccc(S(=O)(=O)N2CCCCC2)c1)c1ccccc1 (stereo unspecified),-0.5,1.8,-4,17,-20,94,-7,-3,9,2.6,0.9
CN1c2ccccc2C(O)=C(C(=S)Nc2ccccc2)S1(=O)=O,0.9,-1.3,-4,0,-9,x,8,-8,-6,-0.5,1.5
Cc1cc(C)c2sc(NC(=O)CN3C(=O)CCC3=O)nc2c1,-0.6,-1.9,-4,12,-3,94,10,-11,8,2.9,1.5
N=C(N)c1ccc(/C=C/c2ccc(C(=N)N)cc2O)cc1,3.8,-5.2,76*,-9,-9,115,27,-12,12,7.3,5.7
CC(=O)Nc1ccc(N(C(=O)CNC(=O)c2ccco2)C(C(=O)NCc2ccco2)c2ccccc2F)cc1 (stereo unspecified),1.3,0.0,-2,-4,5,98,0,-5,1,3.0,2.0
CC1CC(C)CN(S(=O)(=O)c2ccc(C(=O)N3CCOCC3)cc2)C1 (stereo unspecified),0.6,-2.6,-6,-18,-13,103,14,22,14,0.9,-1.8
Cc1ccc(Nc2ncccc2C(=O)O)cc1C,-2.5,-1.7,-4,-7,4,182,9,-3,0,2.9,-2.9
CCOC(=O)C1CCCN(c2c(NCCN(CC)c3ccccc3)c(=O)c2=O)C1 (stereo unspecified),-0.6,-2.0,0,-20,-3,102,12,5,2,1.4,0.1

# Compound activity from PubChem BioAssay.
